Screens: PubChem, Broad Institute
EZH2 inh: blocks human EZH2/PRC2 H3K27 methylation | Q15910 | AID 651548 | DELFIA TRF, 1 h | hit rate 0.35% among 57,000 | inhibition, % at 12.5 µM;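 active = mean inhibition of replicates at least 50% and every single replicate also reaching 50%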;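 also: dimethyl H3K27 on biotinylated H3 21-44 peptide detected by antibody; plate controls were median neutral control wells for no effect and median positive control wells for full effect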
IDH1 R132H inh: inhibitors of human IDH1 R132H; hit rate 0.18% among 70,000; inhibition, % at 10 µM; IDH1 R132H reductase, diaphorase/resazurin fluorescence, 60 min; in the data active = inhibition above about 34%;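 also: 0% = DMSO and 100% = no enzyme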
Target sequence (O75874 whole entry R132H): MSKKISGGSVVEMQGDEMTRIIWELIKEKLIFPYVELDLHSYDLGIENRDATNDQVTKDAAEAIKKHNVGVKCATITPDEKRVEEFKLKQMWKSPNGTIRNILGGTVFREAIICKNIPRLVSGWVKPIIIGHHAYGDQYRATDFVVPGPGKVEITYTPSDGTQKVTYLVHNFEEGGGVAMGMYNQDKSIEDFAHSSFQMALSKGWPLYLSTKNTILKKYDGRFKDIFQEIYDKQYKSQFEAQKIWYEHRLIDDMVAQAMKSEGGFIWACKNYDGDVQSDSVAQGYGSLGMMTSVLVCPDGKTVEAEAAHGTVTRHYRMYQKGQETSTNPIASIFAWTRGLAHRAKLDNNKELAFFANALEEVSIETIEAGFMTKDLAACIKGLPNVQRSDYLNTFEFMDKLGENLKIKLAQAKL
Starred values were filed as active, the others as inactive; x = not tested or not shown. These rows are one share of the data (hit frequency here may not be typical).

SMILES | EZH2 inh | IDH1 R132H inh
CO[C@H]1CN(C)C(=O)c2ccc(NS(=O)(=O)c3ccc(Cl)cc3)cc2OC[C@@H](C)NC[C@@H]1C | 5 | 0.2
CCOc1ccc2nc(SCC(=O)Nc3ccc4c(c3)OCCO4)[nH]c2c1 | -1 | 0.3
Cc1noc(C)c1S(=O)(=O)N(C)C[C@H]1Oc2ccc(NC(=O)C3CCCCC3)cc2CC(=O)N([C@@H](C)CO)C[C@@H]1C | x | 4.1
COc1cccc(C(=O)Nc2ccc3c(c2)C(=O)N(C)C[C@H](OC)[C@@H](C)CN(C(C)=O)[C@@H](C)CO3)c1 | -2 | 0.2
O=C(C[C@H]1C=C[C@@H](NC(=O)CN2CCOCC2)[C@H](CO)O1)NC1CCC1 | -1 | 0.7
CNC[C@H]1OCCCC[C@H](C)Oc2ccc(NC(=O)Nc3c(C)noc3C)cc2C(=O)N([C@H](C)CO)C[C@H]1C | 4 | 6.0
CO[C@H]1CN(C)C(=O)c2ccc(NC(=O)Nc3cc(F)ccc3F)cc2OC[C@@H](C)NC[C@@H]1C | 0 | 0.4
C[C@@H]1CCCCO[C@H](CN(C)Cc2ccncc2)[C@@H](C)CN([C@@H](C)CO)C(=O)c2cc(NC(=O)Nc3ccccc3)ccc2O1 | -11 | 1.3
C[C@@H]1CN([C@@H](C)CO)C(=O)c2cc(NC(=O)CCC(F)(F)F)ccc2O[C@@H](C)CCCCO[C@H]1CN(C)Cc1ccc2c(c1)OCO2 | x | 1.8
CN1CCN(C(=O)C[C@H]2CC[C@@H](NC(=O)Cc3ccccn3)[C@@H](CO)O2)CC1 | -6 | 0.6
CCOc1ccc(-c2nc3ccc(Br)cc3c(C(=O)O)c2C)cc1 | 14 | 0.3
C[C@H](CO)N1C[C@H](C)[C@@H](CN(C)C(=O)Nc2cccc3ccccc23)Oc2ccc(NC(=O)Nc3ccc(C(F)(F)F)cc3)cc2C1=O | x | -6.4
O=C1O[C@@H](c2ccccc2)[C@@H](c2ccccc2)N2[C@@H](c3ccc(OCCO)cc3)[C@]3(C(=O)Nc4ccc(C#CCCO)cc43)[C@@H](C(=O)NC[C@H](O)c3ccccc3)[C@H]12 | -12 | x
COc1ccc(N(C(C)C(=O)Nc2ccc(C(F)(F)F)cc2)S(C)(=O)=O)cc1 (stereo not drawn) | -3 | -0.1
CO[C@@H]1CN(C)C(=O)c2ccc(NC(=O)C3CC3)cc2OC[C@@H](C)N(Cc2cccnc2)C[C@H]1C | -4 | 0.3
CO[C@@H]1CN(C)C(=O)c2ccc(NC(=O)C3CC3)cc2OC[C@@H](C)N(C(=O)Cc2ccccn2)C[C@H]1C | -7 | 0.1
CC(C)NC(=O)N(C)C[C@H]1Oc2ccc(NC(=O)C3CC3)cc2CC(=O)N([C@@H](C)CO)C[C@@H]1C | 10 | -0.2
C[C@@H]1CN([C@H](C)CO)C(=O)Cc2cc(NC(=O)CCCCCC(=O)Nc3ccccc3N)ccc2O[C@H]1CN(C)C(=O)Nc1cccc2ccccc12 | -1 | x
COC(=O)c1c(NC(=O)CN(c2cc(C)ccc2C)S(C)(=O)=O)sc2c1CCCC2 | 7 | 0.8
CCCC(=O)Nc1ncnc2c1ncn2[C@@H]1O[C@@H]2COP(=O)(O)O[C@H]2[C@H]1OC(=O)CCC | x | -0.6
COc1ccc(C#Cc2cnc3c(c2)C(=O)N([C@H](C)CO)C[C@H](C)[C@H](CN(C)S(=O)(=O)c2ccc(F)cc2)O3)cc1OC | x | 0.7
CC(C)CC#Cc1cnc2c(c1)C(=O)N([C@H](C)CO)C[C@@H](C)[C@H](CN(C)C(=O)c1ccccc1F)O2 | -2 | -0.2
O=C(C[C@H]1C[C@@H]2c3cc(NS(=O)(=O)c4ccccc4)ccc3O[C@@H]2[C@H](CO)O1)N1CCCCC1 | 4 | -0.1
Cc1ccc(S(=O)(=O)N(C)C[C@H]2OCCCC[C@@H](C)Oc3ccc(NS(=O)(=O)c4ccc(F)cc4)cc3C(=O)N([C@@H](C)CO)C[C@H]2C)cc1 | x | 1.5
C[C@@H]1CCCCO[C@H](CN(C)CC2CCCCC2)[C@H](C)CN([C@H](C)CO)C(=O)c2cc(NC(=O)c3ccccc3)ccc2O1 | x | 4.2
COc1ccc(S(=O)(=O)Nc2ccc3c(c2)CC(=O)N([C@@H](C)CO)C[C@@H](C)[C@@H](CN(C)C(=O)Nc2c(C)noc2C)O3)cc1 | x | 2.9
CCCCCCCCCCCCCCC[C@@H](O)[C@H](CO)NC(=O)CCCCCCC | x | 4.0
C[C@H]1CN([C@@H](C)CO)C(=O)Cc2cc(NS(C)(=O)=O)ccc2O[C@@H]1CN(C)C(=O)Nc1cccc2ccccc12 | -2 | -0.4
COCC(=O)Nc1ccc2c(c1)[C@@H]1C[C@@H](CC(=O)NCc3ccccc3)O[C@H](CO)[C@@H]1O2 | 1 | -0.2
COc1ccc(S(=O)(=O)Nc2ccc3c(c2)CC(=O)N([C@H](C)CO)C[C@@H](C)[C@@H](CN(C)Cc2ccc(C(=O)O)cc2)O3)cc1 | x | 4.2
CCc1ccc(Nc2nc3ccccc3nc2NS(=O)(=O)c2ccc(NC(C)=O)cc2)cc1 | x | 2.5
C[C@@H]1CN([C@@H](C)CO)C(=O)Cc2cc(NS(=O)(=O)c3cn(C)cn3)ccc2O[C@@H]1CN(C)Cc1ccc(Cl)c(Cl)c1 | -2 | x
C[C@H]1CN([C@@H](C)CO)S(=O)(=O)c2ccc(C#CC3(O)CCCC3)cc2O[C@@H]1CN(C)C(=O)c1ccccc1 | -18 | 1.5
CO[C@@H]1CN(C)C(=O)c2ccc(NC(=O)c3ccccc3F)cc2OC[C@@H](C)N(CC2CC2)C[C@@H]1C | -1 | 0.1
COCC(=O)N(C)C[C@@H]1Oc2cc(-c3ccc(C#N)cc3)ccc2S(=O)(=O)N([C@H](C)CO)C[C@@H]1C | 26 | -0.3
COc1ccc(NC(=O)N(C)C[C@H]2Oc3ccc(NS(=O)(=O)c4ccc(Cl)cc4)cc3CC(=O)N([C@@H](C)CO)C[C@@H]2C)cc1 | x | -3.6
CC(C)NC(=O)N(C)C[C@H]1Oc2ncc(-c3cccc(C#N)c3)cc2C(=O)N([C@H](C)CO)C[C@@H]1C | 26 | x
O=C(COc1ccc(C(=O)Nc2cccc(C(F)(F)F)c2)cc1)Nc1ccccc1 | 18 | 0.6
CO[C@H]1CN(C)C(=O)c2ccc(NC(C)=O)cc2OC[C@H](C)N(Cc2ccc(F)cc2)C[C@@H]1C | 1 | 0.4
COCCNC(=O)COc1ccc(OCCNC[C@@H](O)COc2ccccc2)cc1 | 2 | -0.6

Six records drawn at random from those above:
SMILES | EZH2 inh | IDH1 R132H inh
CCCCCCCCCCCCCCC[C@@H](O)[C@H](CO)NC(=O)CCCCCCC | x | 4.0
O=C(C[C@H]1C[C@@H]2c3cc(NS(=O)(=O)c4ccccc4)ccc3O[C@@H]2[C@H](CO)O1)N1CCCCC1 | 4 | -0.1
COc1ccc(S(=O)(=O)Nc2ccc3c(c2)CC(=O)N([C@@H](C)CO)C[C@@H](C)[C@@H](CN(C)C(=O)Nc2c(C)noc2C)O3)cc1 | x | 2.9
COCC(=O)N(C)C[C@@H]1Oc2cc(-c3ccc(C#N)cc3)ccc2S(=O)(=O)N([C@H](C)CO)C[C@@H]1C | 26 | -0.3
CN1CCN(C(=O)C[C@H]2CC[C@@H](NC(=O)Cc3ccccn3)[C@@H](CO)O2)CC1 | -6 | 0.6
CO[C@H]1CN(C)C(=O)c2ccc(NS(=O)(=O)c3ccc(Cl)cc3)cc2OC[C@@H](C)NC[C@@H]1C | 5 | 0.2

New compounds follow:
SMILES | EZH2 inh | IDH1 R132H inh
Cc1ccc(S(=O)(=O)Nc2ccc3c(c2)C(=O)N([C@@H](C)CO)C[C@@H](C)[C@@H](CN(C)CC2CCCCC2)OCCCC[C@H](C)O3)cc1 | x | 0.3
C[C@@H]1CN([C@@H](C)CO)C(=O)c2cc(-c3ccccc3F)cnc2O[C@@H]1CN(C)C(=O)NC1CCCCC1 | 2 | -28
C[C@@H]1CN([C@@H](C)CO)C(=O)c2cc(NS(=O)(=O)c3ccc(Cl)cc3)ccc2O[C@@H](C)CCCCO[C@H]1CN(C)C(=O)CCCN(C)C | x | 7.9
COc1ccc(NC(=O)Nc2cccc3c2O[C@@H](CN(C)C(=O)NC2CCCCC2)[C@@H](C)CN([C@@H](C)CO)C3=O)cc1 | -10 | 0.6
C[C@@H]1O[C@@H](O[C@H]2[C@@H]3C=CO[C@@H](O[C@@H]4O[C@H](CO)[C@@H](O)[C@H](O)[C@H]4O)[C@@H]3[C@@]3(CO)O[C@@H]23)[C@H](O)[C@H](O)[C@H]1OC(=O)/C=C/c1ccccc1 | x | 3.9
CN1CCN(C(=O)C[C@H]2C[C@H]3c4cc(NC(=O)C5CCC5)ccc4O[C@H]3[C@H](CO)O2)CC1 | 11 | -0.3
COc1ccc(CN(C)C[C@H]2OCCCC[C@H](C)Oc3ccc(NC(=O)Nc4cccc5ccccc45)cc3C(=O)N([C@H](C)CO)C[C@H]2C)cc1 | x | 1.9
C[C@@H]1CN([C@@H](C)CO)S(=O)(=O)c2ccc(-c3ccncc3)cc2O[C@@H]1CN(C)Cc1ccncc1 | 9 | 20
CCOC(=O)c1sc(NC(=O)c2cc(-c3ccccn3)nc3ccccc23)c(C(=O)OCC)c1C | -1 | -0.4
CN(C)C(=O)C[C@@H]1C[C@H]2c3cc(NC(=O)NC4CCCCC4)ccc3O[C@H]2[C@H](CO)O1 | 0 | 2.9

In another format: two of the compounds above
Every second line gives: EZH2 inh	IDH1 R132H inh
COc1ccc(CN(C)C[C@H]2OCCCC[C@H](C)Oc3ccc(NC(=O)Nc4cccc5ccccc45)cc3C(=O)N([C@H](C)CO)C[C@H]2C)cc1
  x	1.9
C[C@@H]1CN([C@@H](C)CO)S(=O)(=O)c2ccc(-c3ccncc3)cc2O[C@@H]1CN(C)Cc1ccncc1
  9	20

Following part
SMILES | EZH2 inh | IDH1 R132H inh
COc1ccc(NC(=O)N(C)C[C@@H]2Oc3ccc(NC(=O)NC4CCCCC4)cc3CC(=O)N([C@@H](C)CO)C[C@@H]2C)cc1 | -1 | 0.0
C[C@@H]1CN([C@H](C)CO)C(=O)c2cccc(NC(=O)Nc3ccc(C(F)(F)F)cc3)c2O[C@H]1CN(C)C(=O)Nc1ccc2c(c1)OCO2 | x | 1.2
Cc1ccc(S(=O)(=O)Nc2cccc3c2O[C@@H](CN(C)Cc2ccc(C(F)(F)F)cc2)[C@@H](C)CN([C@@H](C)CO)C3=O)cc1 | x | -0.3
CC(C)CC#Cc1ccc2c(c1)O[C@@H](CN(C)S(C)(=O)=O)[C@@H](C)CN([C@@H](C)CO)S2(=O)=O | -3 | 1.6
Cc1cc(NC(=O)CN(c2ccc(Cl)c(C(F)(F)F)c2)S(C)(=O)=O)ccc1Br | 29 | -0.3
C[C@@H]1CN([C@@H](C)CO)S(=O)(=O)c2ccc(/C=C/c3ccccc3)cc2O[C@H]1CN(C)Cc1ccc(C(=O)O)cc1 | x | 2.6
O=C(Cn1c(-c2cscn2)nc2ccccc21)Nc1ccccc1F | 2 | 0.7
COc1ccc(CN(C)C[C@@H]2OCCCC[C@H](C)Oc3ccc(NC(=O)Nc4cccc5ccccc45)cc3C(=O)N([C@@H](C)CO)C[C@H]2C)cc1 | x | -3.7
COc1ccc(NC(=O)N(C)C[C@H]2Oc3ccc(NC(=O)C4CCCCC4)cc3CC(=O)N([C@H](C)CO)C[C@@H]2C)cc1 | x | 0.6
COc1ccc(NC(=O)Nc2ccc3c(c2)C(=O)N([C@H](C)CO)C[C@H](C)[C@@H](CN(C)S(=O)(=O)c2cccs2)OCCCC[C@@H](C)O3)cc1 | x | 1.1
C[C@@H]1CCCCO[C@@H](CN(C)C(=O)Cc2ccccc2)[C@@H](C)CN([C@H](C)CO)C(=O)c2cc(NS(=O)(=O)c3ccccc3)ccc2O1 | x | 1.7
COCCNC(=O)C[C@H]1C[C@H]2c3cc(NC(=O)Nc4ccccc4F)ccc3O[C@H]2[C@@H](CO)O1 | -8 | -0.6
CC(=O)c1cccc(NS(=O)(=O)c2cccc(S(=O)(=O)c3ccccc3)c2)c1 | 18 | -0.5
CC(=O)N(C)C[C@H]1Oc2cc(C#Cc3cccnc3)ccc2S(=O)(=O)N([C@@H](C)CO)C[C@@H]1C | -3 | 0.1
Cc1noc(C)c1S(=O)(=O)Nc1ccc2c(c1)C(=O)N([C@@H](C)CO)C[C@@H](C)[C@@H](CN(C)C(=O)Nc1ccccc1)OCCCC[C@@H](C)O2 | x | 1.8
Cc1ccc(-c2cc(C(=O)NCc3ccccn3)no2)cc1 | -6 | 0.2
Cc1noc(C)c1S(=O)(=O)Nc1ccc2c(c1)C(=O)N([C@H](C)CO)C[C@H](C)[C@@H](CN(C)Cc1ccccc1)O2 | 1 | 0.6
CCS(=O)(=O)NCC[C@@H]1CC[C@@H](NC(=O)Nc2cc(Cl)cc(Cl)c2)[C@@H](CO)O1 | -4 | 0.6
CC(Oc1ccc(Br)cc1)C(=O)NCc1ccccn1 (stereo not drawn) | x | 0.8
C[C@H](CO)N1C[C@H](C)[C@H](CN(C)Cc2ccc3c(c2)OCO3)OCc2cnnn2CCCC1=O | -15 | -2.1
C[C@@H]1CN([C@H](C)CO)C(=O)c2cc(NC(=O)NC3CCCCC3)ccc2O[C@@H](C)CCCCO[C@H]1CN(C)C(=O)Nc1ccc(C(F)(F)F)cc1 | x | 0.1
C[C@H](CO)N1C[C@H](C)[C@H](CN(C)Cc2ccc(C(=O)Nc3ccccc3N)cc2)OCCCC[C@H](C)Oc2ccc(NC(=O)C3CCCCC3)cc2C1=O | x | 2.5
COc1cccc(S(=O)(=O)Nc2ccc3c(c2)[C@@H]2C[C@@H](CC(=O)N4CCCCC4)O[C@@H](CO)[C@@H]2O3)c1 | -2 | 0.2
O=C(O[C@H]1[C@H](Oc2ccccc2COC(=O)C2(O)C=CCCC2=O)O[C@H](CO)[C@@H](O)[C@@H]1O)c1ccccc1 (stereo partly drawn) | x | 0.2
